D2 PAM: positively modulates the human D2 dopamine receptor allosterically. HEK293 T-REx D2, calcium flux, EC20 dopamine potentiation. actives 0.34% (n = 340,000). potentiation, % at 10 µM. AID 485347. P14416;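 active = potentiation over 3 SD above the plate norm, cut at about 30% in these data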; also: 0% is about no effect
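Tetracycline-induced Hek293 Trex D2 cells, force-coupled to calcium, loaded with no-wash calcium dye. Compound added with 180 s kinetic read for agonism, then EC20 dopamine and a further 180 s read for potentiation.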
D2 ag: activates the human D2 dopamine receptor; P14416; HEK293 T-REx D2 cells, calcium flux agonist mode; activation, % at 2 µM; actives 0.53% (n = 340,000); AID 485358;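 active = activation over 3 SD above normal in the single-dose calcium agonist read, cut at about 30% in these data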; also: 0% is about no effect
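Tetracycline-induced HEK293 T-REx cells with force-coupled D2 receptor, plated overnight at 30 C, loaded with no-wash calcium dye. After a 10 s baseline, compound was pin-added and calcium flux read kinetically for 180 s; calcium rises flagged agonists.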
D1 PAM: enhances dopamine response at the human D1 receptor; HEK293 TREx D1 cells, calcium flux, dopamine EC20 potentiation; potentiation, % at 10 µM; actives 0.036% (n = 360,000); AID 504651; in the data active = potentiation above about 30%; also: 0% is about no effect
Target sequence (P21728 whole entry, looked up): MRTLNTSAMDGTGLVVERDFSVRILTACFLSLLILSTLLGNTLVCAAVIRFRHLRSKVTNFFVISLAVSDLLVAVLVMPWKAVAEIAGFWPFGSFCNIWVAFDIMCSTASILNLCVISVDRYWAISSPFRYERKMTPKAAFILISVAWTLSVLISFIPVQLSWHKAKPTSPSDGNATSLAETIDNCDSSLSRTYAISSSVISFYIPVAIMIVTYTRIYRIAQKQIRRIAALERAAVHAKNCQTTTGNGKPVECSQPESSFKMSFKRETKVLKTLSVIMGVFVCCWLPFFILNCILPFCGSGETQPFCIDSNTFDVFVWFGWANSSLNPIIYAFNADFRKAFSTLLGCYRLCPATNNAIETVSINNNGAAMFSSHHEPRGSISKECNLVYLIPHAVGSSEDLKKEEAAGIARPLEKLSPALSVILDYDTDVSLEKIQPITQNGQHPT
D2 antagonist: antagonizes the human D2 dopamine receptor; P14416; HEK293 TREx D2 cells, calcium flux, dopamine EC80; inhibition, % at 10 µM; actives 2% (n = 340,000); in the data active = inhibition above about 30%; also: 0% is about no effect
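Tetracycline-induced HEK293 TREx cells expressing D2 receptor forced-coupled to calcium signalling, loaded with no-wash calcium dye. Compounds added and calcium flux read 180 s, then dopamine added at EC80 and read a further 180 s.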
D1 antagonist: human D1 dopamine receptor antagonism | P21728 | HEK293 TREx D1 cells, calcium flux, dopamine EC80; stronger effect = lower value | activity change, negative = inhibition, % at 10 µM | actives 3.2% (n = 360,000) | AID 504652; in the data active = activity change below about -30%; also: % is scaled to controls: 0 for no effect and ±100 for the full control effect
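Compound effects on dopamine-evoked calcium signalling were measured in tetracycline-induced HEK293 Trex D1 cells. Dopamine at EC80 followed a 180 s compound pre-read, and fluorescence was tracked kinetically for 180 s more.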
TRHR enhancer: allosteric enhancers of human TRH receptor | P34981 | TRHR cells, fluo-8 calcium fluorescence, EC20 TRH enhancement | enhancement, % at 2 µM | actives 0.66% (n = 360,000) | AID 493056; in the data active = enhancement above about 30%; also: 0% is about no effect
Target sequence (P34981 whole entry, looked up): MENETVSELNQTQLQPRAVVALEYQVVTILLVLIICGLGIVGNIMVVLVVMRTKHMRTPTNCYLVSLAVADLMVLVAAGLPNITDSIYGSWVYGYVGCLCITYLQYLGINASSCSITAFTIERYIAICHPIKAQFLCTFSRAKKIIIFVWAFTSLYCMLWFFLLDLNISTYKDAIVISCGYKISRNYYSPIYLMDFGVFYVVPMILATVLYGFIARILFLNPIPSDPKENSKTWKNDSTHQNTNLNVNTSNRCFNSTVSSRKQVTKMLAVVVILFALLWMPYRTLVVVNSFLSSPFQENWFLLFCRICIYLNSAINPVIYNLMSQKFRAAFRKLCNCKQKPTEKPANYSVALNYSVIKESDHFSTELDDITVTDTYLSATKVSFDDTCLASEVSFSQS
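TRHR-expressing cells loaded with fluo-8 calcium dye were read kinetically (ex 480/em 530) during compound addition, then stimulated with an EC20 of TRH (10 nM final). Enhancement of the Gq-mediated intracellular calcium response was scored.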
RXFP1 antag: blocks the human relaxin receptor RXFP1 | Q9HBX9 | HEK293-RXFP1, relaxin-stimulated cAMP HTRF, 30 min; stronger effect = lower value | activity change, negative = inhibition, % at 57.5 µM | actives 0.59% (n = 350,000) | AID 1259400;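 active = activity change of -60% or lower, but not beyond a set lower limit; inconclusive = change between -60% and -40%, or beyond the set limit; inactive = change above -40%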; also: % is scaled to controls: 0 for no effect and ±100 for the full control effect
TRHR agonist: TRH receptor (human) agonism | TRHR cells, calcium flux fluo-8, FDSS agonist mode | activation, % at 2 µM | actives 0.18% (n = 360,000) | AID 493084; also: 0% is about no effect
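Fluo-8-loaded TRHR cells; 10 s baseline, compound added, kinetic Ca2+ fluorescence read 1/s, agonist mode.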
D1 agonist: agonists of human D1 dopamine receptor; P21728; HEK293 T-REx D1 cells, calcium flux, agonist mode; activation, % at 2 µM; actives 1% (n = 360,000); AID 504660; also: 0% is about no effect
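Agonism was scored from calcium flux recorded over 180 s (1 read/s) after pintool compound addition, following a 10-cycle baseline. Cells were inducible force-coupled HEK293 TREx D1, plated overnight at 30 C and loaded with no-wash calcium dye.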
An asterisk follows results filed as active; ? = inconclusive; . = not tested or not shown. Rule as the data show it, unless noted: active = activation above about 30%; inactive = the rest.

SMILES	D2 PAM	D2 ag	D1 PAM	D2 antagonist	D1 antagonist	TRHR enhancer	RXFP1 antag	TRHR agonist	D1 agonist
CCOc1ccc(NC(=O)CC(NCc2ccccn2)C(=O)O)cc1 (stereo not drawn)	4.4	0.3	-3.0	-33.3	1.1	-1.0	7.7	-0.2	1.6
O=C(CCN1CCOCC1)NCc1ccccc1	.	.	-0.6	.	-13.7	-6.5	-1.3	0.4	1.4
Cc1ccc(C)c(NC(=O)C(Sc2nncn2C)c2ccccc2)c1 (stereo not drawn)	1.7	-0.6	2.0	3.1	-4.6	21.0	0.0	-0.4	1.5
N/C(=N\OC(=O)Oc1ccccc1)c1ccc([N+](=O)[O-])cc1	.	.	2.6	.	18.5	-1.0	.	24.1	1.9
COc1ccc(C2C(C(=O)c3ccccc3)=C(C)Nc3nc4ccccc4n32)c(OC)c1 (stereo not drawn)	3.0	-2.0	-1.9	1.8	14.3	2.9	.	-1.3	-2.0
COc1ccc(-n2nc(C(=O)NCC(=O)NCCN(C)C)c3ccccc3c2=O)cc1	13.6	-0.6	2.5	-1.4	-4.9	9.0	8.0	-0.3	0.9
Cc1nc(N)c(CC(Br)CBr)c(Cl)n1 (stereo not drawn)	-3.6	1.0	-1.9	-4.7	14.1	6.1	-0.8	0.0	3.8
COc1ccc(F)c(CN2CCC(N3CCC(C(=O)N4CCOCC4)CC3)CC2)c1	10.8	0.7	0.6	-12.8	3.0	0.3	-9.0	0.3	1.4
Cc1ccc(NC(=O)CSc2n[nH]c(-c3ccncc3)n2)cc1	-0.2	-0.3	-6.2	-1.0	-9.2	-3.6	11.3	0.0	2.2
CCOC(=O)c1c(C)[nH]c(C(=O)COC(=O)c2oc3ccccc3c2C)c1C	-6.2	1.1	-3.5	12.5	12.0	1.5	1.2	1.4	2.7
O=C(CCNC(=O)c1ccc(Br)o1)NCc1ccccc1Cl	11.1	-1.9	-1.6	-3.3	-13.4	-2.3	-2.8	-0.4	4.0
CCS(=O)(=O)N1CCc2cc(C(=O)Nc3cc(C(F)(F)F)ccc3Cl)ccc21	-28.6	14.4	5.8	.	7.3	1.4	.	1.3	2.5
CCc1cccc(C)c1Nc1c(-c2cccc(O)c2)nc2nc(C)cc(C)n12	4.1	-0.3	3.5	.	9.9	3.1	-15.2	-0.8	0.7
COc1cccc(NC(=O)CN(C)S(=O)(=O)c2cccs2)c1	-8.7	.	2.1	.	-7.5	-7.9	.	-0.3	-0.6
CC(C)(C)c1ccc(O)c(O)c1	13.2	-0.5	-1.1	-4.1	.	7.2	?	0.2	3.1
COc1ccc(S(=O)(=O)N2CCOCC2)cc1NC(=O)c1ccc2c(c1)OCCO2	-3.8	1.1	-10.9	-7.1	-10.6	-1.3	-0.6	-0.4	0.2
Cc1cc(C)c(S(=O)(=O)Nc2ccc(-c3ccc(N4CCCCCC4)nn3)cc2)cc1C	-3.5	.	1.9	.	-4.0	4.3	-21.7	0.5	-0.5
CCOc1ccc(OCCC(=O)N(CCCOC)c2c(N)n(Cc3ccccc3)c(=O)[nH]c2=O)cc1	.	.	-1.4	.	2.2	-1.7	-0.6	-0.2	4.1
COc1cccc(CC(=O)OCC(=O)NNC(=O)c2ccc([N+](=O)[O-])cc2)c1	-3.0	-0.1	-1.2	-9.2	-9.3	-3.7	-20.8	0.1	2.4
O=C(NCc1ccco1)/C(=C/c1ccco1)NC(=O)c1ccccc1	2.2	4.1	.	9.8	2.9	-3.6	0.0	1.3	9.1
COc1ccc(C(=O)N2CCN(Cc3cn[nH]c3-c3ccc(OC)cc3F)CC2)cc1	11.2	0.4	4.8	-7.8	1.9	0.2	-0.9	-1.1	0.2
CCc1ccc(-c2nnn(CCC(=O)OC)n2)cc1	0.0	0.4	-5.7	-7.0	-17.8	0.8	3.0	-0.8	8.5
Cc1ccc(S(=O)(=O)C2(C(=O)N3CCCCCC3)CC2)cc1	-3.8	0.4	3.0	-24.8	-17.7	-1.3	-5.2	-0.2	2.4
COc1ccc(CN(C)C(=O)c2ccccc2OCc2c(C)noc2C)c(OC)c1	-5.3	0.9	.	-40.3	9.2	1.3	-2.6	-0.5	8.8
CC(C)(C)C1CCC2(CC1)C(Nc1cccc(C(F)(F)F)c1)=NC(=S)N2CC#N (stereo not drawn)	1.5	0.7	-3.0	-17.5	10.3	2.9	-3.6	1.0	1.2

As a short view, 2 of the compounds above.
SMILES	D2 PAM	D2 ag	D1 PAM	D2 antagonist	D1 antagonist	TRHR enhancer	RXFP1 antag	TRHR agonist	D1 agonist
CCOc1ccc(NC(=O)CC(NCc2ccccn2)C(=O)O)cc1 (stereo not drawn)	4.4	0.3	-3.0	-33.3	1.1	-1.0	7.7	-0.2	1.6
O=C(CCN1CCOCC1)NCc1ccccc1	.	.	-0.6	.	-13.7	-6.5	-1.3	0.4	1.4

(list continues)
SMILES	D2 PAM	D2 ag	D1 PAM	D2 antagonist	D1 antagonist	TRHR enhancer	RXFP1 antag	TRHR agonist	D1 agonist
CCOc1ccc(S(=O)(=O)N2CCC(C(=O)NCc3ccco3)CC2)cc1	4.1	-0.1	-3.4	-4.3	-4.6	-1.0	-5.4	-0.2	1.5
CC1CCCCN1C(=O)CN1C(=O)NC2(CCCCC2C)C1=O (stereo not drawn)	.	.	-4.3	.	20.6	19.6	-3.3	0.7	1.6
Cc1ccc(NC(=O)ON=C2CCCC2)cc1	6.6	0.1	6.8	-1.4	-13.7	2.3	1.8	0.0	2.8
COc1cccc(-c2cc(C(F)(F)F)n3nc(N)nc3n2)c1	-2.5	-0.5	-3.8	1.2	-2.3	-6.1	-4.3	-1.5	1.4
COc1ccc(Nc2cc(C(=O)NCCCN3CCOCC3)c3ccccc3n2)c(OC)c1	7.1	0.6	1.2	-6.3	-0.5	-2.9	-4.2	1.7	-0.3
Cc1ccc(S(=O)(=O)NC2=NCN(CCc3ccccc3)CN2)cc1	-13.5	1.6	-3.5	-18.3	-0.4	3.3	4.9	-1.1	2.8
COc1ccc(Br)c2c1-c1nc(NC(=O)c3ccccc3F)sc1C2	.	0.3	1.9	.	22.5	6.3	-5.7	0.6	1.3
Cc1cccc(NC(=O)Nc2nnc(N3CCCCC3C)s2)c1C (stereo not drawn)	-6.3	1.8	.	14.4	6.7	-6.5	.	2.9	10.4
Cc1ccc(S(=O)(=O)Oc2ccc3c(c2)O/C(=C\c2cccnc2)C3=O)cc1	-4.4	0.9	-4.3	0.1	1.7	5.5	18.1	0.3	0.1
CCSCc1nc(N)nc(NCCc2ccccc2)n1	-2.4	-0.5	-6.5	-3.6	-1.8	-7.1	-1.2	1.0	-0.7
CCOc1ccc(NC(=O)Cn2c(=O)oc3cc(S(=O)(=O)N4CCC(C)CC4)ccc32)cc1	-7.4	-0.6	-3.0	.	-13.4	-2.5	.	-0.9	-0.8
Cc1nn(-c2ccccc2)c(OC(=O)c2cccs2)c1S(=O)(=O)c1ccc([N+](=O)[O-])cc1	-13.3	0.2	-2.4	-11.8	.	-1.5	9.1	0.3	-1.7
Cc1cc(-c2nnc(CCC(=O)N3CCN(Cc4cccc(F)c4)CC3)o2)c(C)o1	6.3	0.2	-2.1	-33.7	-19.8	-0.3	8.9	-0.3	-0.4
COc1ccccc1C(=O)N/C(=C\c1cn(C)c2ccccc12)C(=O)N1CCOCC1	2.1	-0.2	-3.1	-3.4	-4.1	5.0	-1.7	0.0	-0.3
CCOC(=O)c1ccc(NC(=O)Nn2cnnc2)cc1	2.2	0.0	-1.9	-6.3	0.2	-0.2	-0.8	0.5	-0.9
O=c1cccccc1NN=C1CCCCCC1	4.8	-0.3	2.1	2.3	6.9	4.2	13.0	-0.3	0.6
Cc1cc(C(=O)c2ccccc2)c(NC(=O)CN2CCOCC2)s1	10.4	4.0	-5.5	3.5	22.8	0.4	-4.6	-0.7	-0.6
Cc1[nH]c(=O)[nH]c(=O)c1/C=C/C(=O)OCC(C)C	1.8	0.3	12.8	7.8	-3.8	0.4	-16.1	0.1	0.1
Cc1cc(=O)oc2c(C)c(OCC(=O)NCc3ccccn3)ccc12	-3.5	-0.7	-5.5	-9.7	12.9	-1.5	5.9	0.7	4.2
CCc1ccc(N2C(=O)Nc3ccccc3C2(O)C(=O)N2CCN(c3ccccn3)CC2)cc1 (stereo not drawn)	-0.1	6.3	1.2	5.9	-6.4	3.0	-9.0	-0.2	0.5
CCc1ccc(NC(=O)C2CCCN(c3nn4cc(-c5ccc(OC)cc5)nc4s3)C2)cc1 (stereo not drawn)	3.3	-1.0	-1.6	.	1.0	0.9	-28.7	0.5	1.8
CC(C)CC(C(=O)NCC1CCCO1)N(C(=O)Cn1nnc(-c2ccc(F)cc2)n1)c1cccc(C(F)(F)F)c1 (stereo not drawn)	-7.8	1.1	-1.2	14.0	3.2	3.0	-8.5	1.5	0.9
Cc1cccc(OCC(=O)NCCCNC(=O)c2cccnc2)c1	0.2	0.9	.	-1.3	-11.8	1.3	-13.1	-0.4	6.8
CCOC(=O)c1ccccc1NC(=O)CSc1nc2ncccc2o1	12.9	-1.5	-5.5	.	-6.3	0.0	-1.2	-0.2	-0.9
Cc1ccc(CNC(=O)c2sc3nc4n(c(=O)c3c2C)CCCC4)cc1	7.0	7.8	-4.2	.	-25.6	-1.9	-16.4	8.3	28.0
COc1ccc(C(=O)NC(=S)NNC(=O)c2cnccn2)cc1OC	11.5	-0.4	-6.2	-16.2	-4.7	0.9	.	0.5	0.0
CN(Cc1ccccc1)S(=O)(=O)c1ccc(Cl)nc1	-17.2	-0.5	1.3	18.9	2.4	2.8	-16.4	-1.0	0.3
O=C1CC[C@H](N2C(=O)c3ccccc3C2=O)C(=O)N1	7.8	-0.1	-5.3	6.9	-2.0	-5.4	.	-0.3	0.7
Cc1ccc(Nc2ncnc(N)n2)cc1	-5.0	0.5	-8.4	-5.2	-3.6	-0.9	-0.6	-0.9	2.0
COc1ccccc1C(=O)NC(=O)COC(=O)c1ccc([N+](=O)[O-])cc1	11.0	2.5	-2.0	-10.6	-12.5	-2.4	-12.2	0.2	-1.4
COc1cccc(/C=C2\SC(=S)NC2=O)c1OS(=O)(=O)c1ccc(NC(C)=O)cc1	-2.4	0.5	6.6	-16.6	10.1	2.5	-12.3	0.3	3.8
N#Cc1nc(-c2ccc(OCc3ccc(Cl)cc3)cc2)oc1N1CCOCC1	-5.5	-0.7	-1.9	-14.9	-12.3	4.2	6.9	0.4	3.6
COc1ccccc1C(=O)N1c2ccccc2Sc2ccccc21	-7.5	0.2	-2.9	13.2	-6.5	0.1	-36.9	-1.1	4.6
CCn1cc(S(=O)(=O)Nc2ccccc2C(F)(F)F)cn1	6.9	0.1	-5.8	-0.4	4.4	4.8	-13.9	0.2	2.7

Screening results as filed in PubChem.
